Bioassay records deposited in PubChem by several laboratories.
PhoP inhibition: PhoP-dependent GFP reporter repression – Salmonella Typhimurium, primary screen (AID 1863); S. Typhimurium PhoP-regulated promoter GFP reporter, 4 h; higher % means a stronger effect; inhibition, % at 50 µM; hits with a dose series show IC50 in µM; 300,000 tested, 0.16% active;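 active = inhibition over 29.93%, a cutoff 3 SD above the screen mean, later confirmed by dose response; inconclusive = inhibition over 29.93% but no dose response follow-up; inactive = inhibition at most 29.93% or unconfirmed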;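 also: 0% = low Mg2+ inducing control and 100% = high Mg2+ repressing control; strong numbers were not always called active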
KOR beta-arrestin-1: kappa opioid receptor blockers – cell-based, luminescence, uHTS (AID 1778). KOR beta-arrestin recruitment, luminescence, antagonist mode; higher % means a stronger effect. 290,000 tested, 0.091% active. one-dose inhibition, % at 10 µM; IC50 in µM for titrated hits; also: strong numbers were not always called active
SIAH1 antagonists: Siah-1 peptide-binding antagonists, primary screen, biochemical, fluorescence polarization, rhodamine-plectin, uHTS (AID 1817); Siah-1 / rhodamine-plectin peptide fluorescence polarization; higher % means a stronger effect; displacement, % at 20 µM, or IC50 in µM where a hit was titrated; 290,000 tested, 0.02% active;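 active = displacement of at least 50% at 20 µM, with a fluorescence ratio check between 0.3 and a set limit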;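 also: plate controls were Siah plus tracer with DMSO for no effect and tracer alone without Siah for full effect; strong numbers were not always called active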
HIV fusion peptide: cell-free HIV fusion peptide-binding blockers – biochemical, uHTS, fluorescence dequenching, primary screen (AID 1986); inhibition, % at 20 µM; hits with a dose series show IC50 in µM; cell-free peptide binding, fluorescence dequenching, 30 min; higher % means a stronger effect; 290,000 tested, 0.3% active; in the data active = inhibition mostly above about 52%, no sharp cut-off; inactive = mostly below about 76%; also: some results filed as inactive read as strong as hits
LYP inhibition: inhibitors of LYP phosphatase, biochemical, fluorescence intensity, uHTS (AID 1779). recombinant LYP phosphatase, fluorescence intensity; higher % means a stronger effect. one-dose inhibition, % at 11.5 µM; IC50 in µM for titrated hits. 290,000 tested, 0.054% active;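 also: plate controls were vehicle with enzyme for no effect and no enzyme for full effect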
Myeloid diff 2: myeloid differentiation induction; ER-HoxA9 myeloid progenitors, lysozyme-GFP differentiation, flow cytometry; calls only at 10 µM; 360,000 tested, 1% active; AID 624256;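 active = normalized GFP-positive differentiation at or above the plate's own cutoff, the solvent-only control mean plus 3 SD; inconclusive = no clear call, values can overlap the other calls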;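 also: cells exposed to compound for four days before flow analysis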
NOD1 NF-kB reporter: NOD1 signaling inhibitors, primary screen, cell-based, luminescence, uHTS (AID 1578) | inhibition, % at 4 µM, or EC50 in µM where a hit was titrated | 290,000 tested, 1% active | NOD1-driven NF-kB luciferase reporter cells, luminescence; higher % means a stronger effect; in the data active = inhibition mostly above about 36%, no sharp cut-off; inactive = mostly below about 34%;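 also: HEK-293T reporter cells stimulated with the NOD1 agonist gamma-tri-DAP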
KOR beta-arrestin-2: KOR agonists, beta-arrestin recruitment, primary screen, cell-based, luminescence, uHTS (AID 1777). KOR beta-arrestin recruitment, luminescence; higher % means a stronger effect. activation, % at 10 µM; hits with a dose series show EC50 in µM. 280,000 tested, 0.02% active; in the data active = activation above about 50%, passing the limit was not always enough; also: a part of the inactive calls stands beside numbers as strong as those of hits
NOD2 inhibition: NOD2 signaling inhibitors, cell-based, luminescence, uHTS, HEK293 (AID 1566) | HEK293 NOD2/NF-kB luciferase reporter, luminescence; higher % means a stronger effect | one-dose inhibition, % at 4 µM; EC50 in µM for titrated hits | 290,000 tested, 0.63% active; also: many of its hits are not listed in these tables
Myeloid diff 2 GFP+ MAC1+ %: recorded beside Myeloid diff 2, whose call it bears; GFP+ MAC1+ double positive, %; measured here: differentiation confirmed by MAC1 staining
Numbers without * were called inactive; i = inactive; ? = inconclusive; · = no result given; + = active, no number; [ ] = remark or other dose. Rule as the data show it, unless noted: active = inhibition above about 50%; inactive = the rest. A portion of the library (hit frequency here may not be typical).

SMILES	PhoP inhibition	KOR beta-arrestin-1	SIAH1 antagonists	HIV fusion peptide	LYP inhibition	Myeloid diff 2	Myeloid diff 2 GFP+ MAC1+ %	NOD1 NF-kB reporter	KOR beta-arrestin-2	NOD2 inhibition
CC(=O)Nc1ccc(Nc2cc(C)nc3c(-c4ccc(Cl)cc4)cnn23)cc1	-10%	14%	7%	-3.1%	-4%	i	0.7	-18%	1.7%	-12%
COCCNC(=O)C(c1ccc(C)o1)N(Cc1cccs1)C(=O)c1snc(C(N)=O)c1N (stereo not drawn)	-3%	20%	10%	1.2%	2%	i	1.5	-13%	-2.8%	-6%
COc1cccc(-c2nc(CS(=O)(=O)CC(=O)NCCCc3ccccc3)c(C)o2)c1	5%	-32%	0%	-0.6%	-6%	i	2.6	3%	6.6%	1%
CCC(Oc1ccccc1)C(=O)Nc1ccc(S(=O)(=O)Nc2cnc3ccccc3n2)cc1 (stereo not drawn)	-4%	-25%	8%	14%	-2%	i	0.3	-2%	-1.2%	4%
CC1CN(Cc2csc(-c3ccc(Cl)cc3)n2)CC(C)O1 (stereo not drawn)	2%	-14%	-8%	0.9%	-2%	i	0.3	-27%	1.2%	-15%
Cc1csc(NC(=O)c2cnc3ccccc3n2)n1	5%	-17%	-2%	-3.0%	-3%	i	1.2	11%	-2.4%	-129%
CSc1ncccc1C(=O)Nc1nc2ccc(F)cc2s1	-3%	-47%	2%	2.9%	-3%	i	0.6	8%	4.6%	38%
O=C(Oc1ccccc1)c1ccc2nccnc2c1	-6%	-15%	-3%	-0.1%	-14%	i	2.1	16%	-2.9%	15%
CCOC(=O)/C=C(C)\C=C\c1c[nH]c2ccccc12	·	23%	-6%	-0.6%	-1%	i	1.4	-2%	7.0%	-4%
C/C(=N\NC(=O)c1ccc(Cl)c(Cl)c1)c1ccc(Br)s1	-14%	2%	4%	-2.9%	0%	i	0.5	·	0.0%	·
CN(C)CCC1Sc2ccccc2Oc2ccccc21 (stereo not drawn)	10%	26%	-1%	2.5%	-8%	i	1.7	-13%	-4.9%	20%
Cc1ccc(N2CS(=O)(=O)/C(=C/N(C)C)C2=O)cc1	-4%	-12%	-4%	-0.2%	-8%	i	1.3	-58%	6.7%	-49%
CC1(C)CC(=O)C=C(Nc2ccc([N+](=O)[O-])cc2)C1	-4%	-30%	0%	0.0%	-4%	i	0.3	42%	4.1%	-10%
O=C(COC(=O)c1ccc(O)cc1)NC1CCCC1	-4%	-16%	0%	0.8%	-6%	i	0.5	-14%	-1.5%	-27%
CCOC(=O)CSc1nc2ccccc2c(=O)n1-c1ccc(C)cn1	6%	-4%	0%	0.9%	-7%	i	0.4	4%	-3.7%	-3%
COc1ccc(-c2nnc(SCC(=O)Nc3ccc4c(c3)OCCO4)n2N)cc1OC	-5%	19%	0%	-0.8%	-8%	i	0.8	-26%	-2.9%	-10%
O=C1CCc2cc(S(=O)(=O)NC(Cc3ccccc3)C(=O)NC3CCCCC3)ccc2N1 (stereo not drawn)	9%	-14%	-2%	0.7%	-5%	i	1.8	6%	2.8%	-20%
COc1ccc(S(=O)(=O)Nc2c(C)cc(C)cc2C)c2cccnc12	·	-27%[20 µM]	7%	1.2%	-10%	i	4.8	-16%	-2.9%	14%
CCOC(=O)c1sc(NC(=O)c2ccc(=O)[nH]c2)nc1C	10%	-18%	-9%	0.6%	-12%	i	0.8	15%	-4.3%	16%
O=C(Cn1c2ccccc2c(=O)c2ccccc21)Nc1cccc(F)c1	4%	-9%	8%	5.6%	-9%	i	0.2	-13%	-3.3%	10%
Cc1cc(-c2nn(-c3ccccc3F)cc2CNCCc2cnc[nH]2)c(C)s1	-5%	-12%	-7%	-1.0%	-3%	i	0.4	-20%	·	-14%
O=C(NCCC(=O)N1CCC2(CC1)NCCc1[nH]cnc12)c1cccc(Cl)c1	-4%	-23%	-1%	0.6%	-13%	i	3.9	-23%	3.3%	-2%
COc1ccc(Cl)c2sc(N3CCN(C(C)=O)CC3)nc12	-8%	-11%	-2%	-0.8%	-3%	i	0.5	-8%	-4.5%	6%
Cc1cc(=O)c(C(=O)O)nn1-c1ccccc1F	-3%	12%	0%	-0.1%	-6%	i	1.0	-26%	-4.6%	14%
CCN(C(=O)CSc1nc2cc(C(F)(F)F)ccc2n1Cc1ccccc1)C1CCS(=O)(=O)C1 (stereo not drawn)	-7%	-34%	4%	-3.3%	0%	i	0.7	-10%	-1.2%	6%

Full records from above. Order of screens: PhoP inhibition, KOR beta-arrestin-1, SIAH1 antagonists, HIV fusion peptide, LYP inhibition, Myeloid diff 2, Myeloid diff 2 GFP+ MAC1+ %, NOD1 NF-kB reporter, KOR beta-arrestin-2, NOD2 inhibition
COCCNC(=O)C(c1ccc(C)o1)N(Cc1cccs1)C(=O)c1snc(C(N)=O)c1N (stereo not drawn) reads -3%, 20%, 10%, 1.2%, 2%, i, 1.5, -13%, -2.8%, -6%
CC(=O)Nc1ccc(Nc2cc(C)nc3c(-c4ccc(Cl)cc4)cnn23)cc1 reads -10%, 14%, 7%, -3.1%, -4%, i, 0.7, -18%, 1.7%, -12%
Cc1cc(=O)c(C(=O)O)nn1-c1ccccc1F reads -3%, 12%, 0%, -0.1%, -6%, i, 1.0, -26%, -4.6%, 14%
CN(C)CCC1Sc2ccccc2Oc2ccccc21 (stereo not drawn) reads 10%, 26%, -1%, 2.5%, -8%, i, 1.7, -13%, -4.9%, 20%

The listing continues.
SMILES	PhoP inhibition	KOR beta-arrestin-1	SIAH1 antagonists	HIV fusion peptide	LYP inhibition	Myeloid diff 2	Myeloid diff 2 GFP+ MAC1+ %	NOD1 NF-kB reporter	KOR beta-arrestin-2	NOD2 inhibition
Cc1ccc(C)c(NC(=O)C2CCCN2C(=O)OC(C)(C)C)c1 (stereo not drawn)	3%	-9%	-8%	-0.9%	-7%	i	1.1	9%	-1.4%	16%
O=S(=O)(c1ccccc1)c1cnn2c(C(F)(F)F)cc(-c3ccccc3)nc12	-11%	-123%	4%	0.3%	-6%	i	1.2	0%	-16%	10%
COc1ccccc1OCC(=O)N/N=C/C=C/c1ccc([N+](=O)[O-])o1	26%	8%	19%	45%	9%	?	·	-7%	-0.9%	7%
O=C(NCCN1CCCCC1)Nc1ccccc1Cl	7%	-52%[20 µM]	-3%	0.1%	0%	i	0.3	-15%	0.5%	2%
CN(C)CCOc1ccc(C(C)(C)c2ccccc2)cc1	-10%	-1%	5%	0.1%	-8%	i	0.7	-35%	-4.0%	-9%
Cc1nc2cc(NC(=O)N3CC4(C)CC3CC(C)(C)C4)ccc2n1C (stereo not drawn)	0%	19%	2%	-1.1%	3%	i	0.7	-31%	-5.9%	1%
COc1ccc(CCNC(=O)CCCOc2ccc(C)cc2)cc1OC	-2%	-24%	8%	-2.7%	-11%	i	0.7	2%	12%	6%
O=S(=O)(c1ccc(Cl)cc1)N1CCN(c2ncccn2)CC1	5%	-18%	4%	0.9%	-9%	i	0.3	-10%	-4.2%	8%
O=C(Nc1cccc(N2C(=O)C3CCCCC3C2=O)c1)c1ccccc1 (stereo not drawn)	-6%	-4%	16%	0.2%	-9%	i	0.8	-16%	1.5%	10%
CSCCC(=O)N1CCN(CC(=O)N2CCCC2)CC1	-5%	-10%	3%	1.6%	0%	?	·	-24%	-2.9%	17%
C1CCCCCC(=NNc2nn[nH]n2)CCCCC1	-2%	25%	-1%	-0.5%	-4%	i	0.2	-3%	·	5%
CCn1c(/C=C/c2c(C)n(CC)c3ccccc23)nc2ccccc2c1=O	6%	23%	-4%	1.3%	-2%	i	0.5	-36%	-4.3%	-18%
CCCS(=O)(=O)N1CCCC(C(=O)Nc2ccc3c(c2)CCC3)C1 (stereo not drawn)	-6%	13%	0%	0.1%	-7%	i	0.8	-29%	-0.6%	9%
O=C(Nc1cc(S(=O)(=O)N2CCOCC2)ccc1N1CCCCC1)c1cc(-c2ccccn2)nc2ccccc12	-3%	-1%	-2%	-0.4%	3%	i	0.6	-20%	-6.2%	10%
CCc1cccc(NC(=O)c2snc3c(=O)[nH]cnc23)c1	-14%	0%	2%	-3.2%	-5%	i	0.7	-18%	3.4%	4%
CN(C)c1nc(Cl)nc(N(C#N)CCOc2ccccc2)n1	0%	-23%	-1%	0.3%	-4%	i	0.0	-10%	6.8%	5%
O=C(NC1CC1)C1=C[C@H](c2ccc(C(F)(F)F)cc2)C[C@H](OCc2ccc(CO)cc2)O1	-3%	-20%	2%	1.6%	-3%	i	1.2	-10%	-0.5%	-3%
NC1=NCC(O)=C1c1nc2ccccc2[nH]1	6%	-42%	-7%	0.6%	2%	i	0.3	-40%	3.7%	-5%
Cc1c(Cl)cccc1NC(=O)CCCCCN1C(=O)CCC1=O	-14%	18%	-2%	0.5%	5%	i	0.6	-10%	-0.1%	7%
O=C(CSCCO)Nc1ccc([N+](=O)[O-])cc1	1%	-57%[20 µM]	4%	2.6%	-3%	i	0.4	-33%	-4.3%	10%
Cc1ccccc1N/C(=N/S(=O)(=O)c1cc(F)ccc1F)c1ccccc1	18%	9%	-1%	0.4%	-3%	i	0.0	-27%	-1.7%	-4%
Cc1cccc(C#N)c1NC1=CC(=O)CC(C)(C)C1	1%	1%	-4%	-1.5%	-13%	i	1.8	-4%	5.4%	10%
O=C(Nc1ccccc1N1CCOCC1)c1cnccn1	-4%	12%	5%	1.4%	-1%	i	0.3	11%	1.3%	14%
COC(=O)CSc1nnc(C)n1-c1ccc(C)cc1	-2%	19%	0%	-0.3%	-7%	+	1.0*	1%	1.3%	4%
CC(C)(C)SCCNC(=O)Nc1ccccc1	15%	-26%	-2%	0.0%	-3%	i	0.5	-48%	-0.1%	-36%
Continued:
SMILES	PhoP inhibition	KOR beta-arrestin-1	SIAH1 antagonists	HIV fusion peptide	LYP inhibition	Myeloid diff 2	Myeloid diff 2 GFP+ MAC1+ %	NOD1 NF-kB reporter	KOR beta-arrestin-2	NOD2 inhibition
NC(=O)c1ccc(-n2nnnc2SCC(=O)Nc2ccc(N3CCOCC3)c(Cl)c2)cc1	4%	3%	5%	0.1%	4%	i	0.8	-23%	1.3%	14%
COC(=O)NC(NS(=O)(=O)c1ccccc1)(C(=O)OC)C(F)(F)F (stereo not drawn)	-8%	6%	0%	-0.9%	-6%	i	0.4	0%	-0.2%	-5%
O=C(C/C=N\OCc1ccc([N+](=O)[O-])cc1)Nc1ccccc1	-10%	15%[20 µM]	-1%	-0.1%	-2%	i	0.3	-21%	-1.2%	14%
CCOc1ccc(S(=O)(=O)N(C)CC(=O)NC2CC2)cc1	5%	28%	1%	-2.1%	-5%	i	0.6	-36%	2.5%	-15%
CC(=O)OCC(OC(C)=O)C(OC(C)=O)C(OC(C)=O)C(=O)Nc1ccc(C)cc1C (stereo not drawn)	2%	-8%	2%	4.3%	-12%	i	1.4	-16%	2.2%	17%
CCN(CC)S(=O)(=O)c1ccc(C(=O)N(c2ccc(C)cc2)C2C=CS(=O)(=O)C2)cc1 (stereo not drawn)	0%	0%	-6%	25%	-7%	i	0.7	-22%	-1.0%	0%
Cc1cccn2c(=O)c3cc(C(=O)NCc4cccnc4)c(=N)n(CC4CCCO4)c3nc12 (stereo not drawn)	4%	-1%	-2%	-0.7%	-54%	i	0.9	-11%	-3.8%	25%
